Scp-1 inhibitor – blocks human Scp-1 phosphatase activity | Q9GZU7 | Recombinant Scp1, phosphopeptide, malachite green phosphate absorbance | inhibition, % at 20 µM | 340,000 tested, 0.88% active | AID 493091;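 active = inhibition above about 50% at 20 µM, limit read from the data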;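 note: plate controls were DMSO wells with enzyme for no effect and wells lacking enzyme for full effect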
Target sequence (Q9GZU7 76-261 limits assumed): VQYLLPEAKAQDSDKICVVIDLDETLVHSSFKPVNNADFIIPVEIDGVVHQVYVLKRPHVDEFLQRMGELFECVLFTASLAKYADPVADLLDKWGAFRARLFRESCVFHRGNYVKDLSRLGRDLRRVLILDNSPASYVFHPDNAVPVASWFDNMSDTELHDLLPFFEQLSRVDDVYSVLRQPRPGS
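Test system: SCP-1 phosphatase catalytic domain, residues 76-261 | Compound dosing: One concentration, 20 µM, with 1.0% DMSO | Schedule: 45 min room-temperature reaction, 5 min colour, 30 min stabiliser | Detection: Absorbance at 630 nm | Read-out basis: % inhibition of SCP-1 phosphate liberation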
Rpn11 inh – inhibitors of human proteasome Rpn11; O00487; human 26S proteasome, Ub4-pepOG fluorescence polarization; 20S core pre-blocked with epoxomicin; calls only at 20 µM; 360,000 tested, 0.59% active; AID 588493;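 active = inhibition at 20 µM, scaled to each plate's controls, above about 33%, limit read from the data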
Target sequence (O00487 whole entry, looked up): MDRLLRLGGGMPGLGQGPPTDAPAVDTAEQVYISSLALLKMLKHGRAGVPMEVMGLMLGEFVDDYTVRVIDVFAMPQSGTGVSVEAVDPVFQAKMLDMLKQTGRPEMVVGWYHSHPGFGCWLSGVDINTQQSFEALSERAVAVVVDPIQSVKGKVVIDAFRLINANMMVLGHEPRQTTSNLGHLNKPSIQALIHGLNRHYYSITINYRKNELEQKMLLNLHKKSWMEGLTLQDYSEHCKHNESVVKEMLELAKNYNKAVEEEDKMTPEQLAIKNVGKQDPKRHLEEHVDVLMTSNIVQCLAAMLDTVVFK
DNMT1 inh – inhibitors of human DNMT1. AID 588458. DNMT1 molecular beacon, Hinp1I cleavage, fluorescence. 360,000 tested, 0.83% active. P26358. inhibition (reported as % activation of signal), % at 10 µM; in the data active = inhibition above about 50%
SUMO1-SIM PPI – alters human SUMO1 binding to SIM partners; P63165; SUMO1 binding to a labelled peptide, TR-FRET, 1 h; inhibition, % at 20 µM; 360,000 tested, 0.33% active; in the data active = inhibition above about 37%
NadD inh – inhibitors of Staphylococcus aureus NadD | 360,000 tested, 0.78% active | inhibition, % at 20 µM | purified NadD enzyme, colorimetric absorbance read-out; in the data active = inhibition above about 26%; note: some compounds past the cut are filed as inactive
MLLE-PAM2 inh – inhibitors of microRNA-mediated deadenylation, human PABP1 MLLE binding. P11940. GST-MLLE / FITC-PAM2 fluorescence polarization. inhibition, % at 20 µM. 360,000 tested, 0.36% active; in the data active = inhibition above about 35%, passing the limit was not always enough;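 note: plate controls were DMSO wells with GST-MLLE for no effect and wells lacking GST-MLLE protein for full effect; some results filed as inactive read as strong as hits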
LMPTP block – LMPTP (human) inhibition; recombinant LMPTP-A, OMFP fluorogenic substrate, fluorescence intensity; inhibition, % at 20 µM; 360,000 tested, 0.22% active; AID 651560;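 active = compounds that cut the enzyme signal by at least half of the control window in the single-dose screen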;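 note: plate controls were DMSO wells with enzyme plus substrate for no effect and substrate without enzyme for full effect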
Target sequence (P24666 whole entry, looked up): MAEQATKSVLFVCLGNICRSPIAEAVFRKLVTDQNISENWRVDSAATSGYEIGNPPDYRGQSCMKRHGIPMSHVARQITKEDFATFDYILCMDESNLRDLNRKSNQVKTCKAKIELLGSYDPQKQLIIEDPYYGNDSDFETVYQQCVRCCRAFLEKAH
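material = LMPTP-A | quantity = 0.625 nM enzyme | reagent = OMFP substrate, 400 µM final | buffer or medium = Bis-Tris pH 6.0, DTT, detergent | detection = endpoint fluorescence intensity from OMFP dephosphorylation | dosing = single 20 µM dose | read-out basis = % inhibition relative to no-enzyme and uninhibited control wells | control set = no-enzyme and uninhibited controls | timing = 50 min at room temperature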
CSN deneddyl inh – CSN deneddylation inhibition | Q92905 | Purified CSN, SCF-Nedd8-OG deneddylation, fluorescence polarization | inhibition, % at 12.5 µM | 360,000 tested, 0.38% active | AID 651999;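 active = pattern-corrected inhibition above about 35%, with an unprinted fluorescence ratio check between 0.5 and 1.5, limit read from the data, passing the limit was not always enough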;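 note: 0% = enzyme with substrate and 100% = substrate without enzyme; some results filed as inactive read as strong as hits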
Target sequence (Q92905 whole entry, looked up, one chain of several): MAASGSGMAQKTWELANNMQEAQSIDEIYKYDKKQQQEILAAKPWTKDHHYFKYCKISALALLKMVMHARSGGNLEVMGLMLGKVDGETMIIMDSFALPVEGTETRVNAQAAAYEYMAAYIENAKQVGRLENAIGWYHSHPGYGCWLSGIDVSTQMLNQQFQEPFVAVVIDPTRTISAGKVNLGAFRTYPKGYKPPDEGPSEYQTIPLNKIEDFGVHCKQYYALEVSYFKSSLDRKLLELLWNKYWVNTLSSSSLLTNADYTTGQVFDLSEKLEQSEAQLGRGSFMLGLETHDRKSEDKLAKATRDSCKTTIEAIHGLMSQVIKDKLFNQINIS
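Material: human Csn5 produced in HEK293T cells; Input: enzyme 0.24 nM; Reagent: SCFSkp2-Nedd8OG substrate at 10 nM final; Dosing: 12.5 µM compound; Incubation: 90 min reaction at room temperature; Detection: fluorescence polarization of the substrate; Evaluation: % inhibition of substrate cleavage by Csn5; Control set: substrate-only high control, full reaction low control.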
Tb MetRS inh – blocks T. brucei methionyl-tRNA synthetase activity; purified T. brucei MetRS, ATP depletion, Kinase-Glo luminescence; inhibition, % at 11.9 µM; 360,000 tested, 0.4% active;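 active = inhibition above a per-plate cutoff of the control wells' mean inhibition plus 3 SD, cut at about 5.5% in these data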;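 note: 0% = DMSO wells median and 100% = median of wells with control inhibitor compound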
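Material: T. brucei methionyl-tRNA synthetase, purified; reagent: substrates ATP, L-methionine and bulk Escherichia coli tRNA; dosing: 11.9 µM single point; timing: 15 min plus 2 h at 25 °C; detection: luminescence of leftover ATP; evaluation: % inhibition; control set: DMSO-only wells as low control; replicates: singlicate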
STEP inh – blocks human striatal-enriched tyrosine phosphatase; inhibition, % at 20 µM; 360,000 tested, 0.25% active; recombinant STEP, OMFP fluorogenic substrate, fluorescence;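 active = inhibition at 20 µM, scaled per plate between control wells, above about 37%, limit read from the data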;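 note: 0% = DMSO with enzyme and substrate and 100% = substrate only without enzyme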
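Material: STEP (striatal-enriched tyrosine phosphatase) enzyme, cell-free; Compound dosing: 20 µM single dose in 1% DMSO; Technique: fluorescence read at 480 nm ex / 540 nm em; Times: reaction 20 min, ambient temperature; Medium: 50 mM Bis-Tris pH 6.0 with 2.5 mM DTT and 0.005% Tween 20; Also added: OMFP at 25 µM.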
Numbers without * were called inactive; i = inactive; x = no result given; & = joins results of further samples.

SMILES	Scp-1 inhibitor	Rpn11 inh	DNMT1 inh	SUMO1-SIM PPI	NadD inh	MLLE-PAM2 inh	LMPTP block	CSN deneddyl inh	Tb MetRS inh	STEP inh
CCOC(=O)c1c(C)n(C)c2ccc(OCC(O)CN3CCN(C)CC3)cc12 (stereo not given)	-9.1	i	-4.3	5.3	-3.4	18.1	-4.7	-2.1	0.4	2.0
COCCN(CC(=O)Nc1cccc(C)c1C)C(=O)c1cc2c(s1)CCC2	61.1*	i	39.3	9.4	1.5	-5.0	5.4	3.3	-0.1	9.2
CCOc1ncccc1C(=O)NCc1ccc(OC)cc1	-8.0	i	0.9	3.4	-2.8	-4.9	-0.7	-1.7	0.4	2.5
COc1cccc(C(C(=O)NC2CCCC2)N(C(=O)c2ccco2)c2ccccc2F)c1OC (stereo not given)	1.8	i	0.2	7.4	-7.8	1.2	2.3	0.0	-1.3	-1.0
CCC(C)N(C(=O)c1csnn1)C(C(=O)NCc1ccc(F)cc1)c1ccco1 (stereo not given)	15.8	i	-6.9	2.3	2.2	-5.6	-1.9	1.0	-0.2	-2.8
O=c1c2ccccc2nc2c3ccccc3c(NCc3ccco3)nn12	-0.3	i	-3.3	-5.2	6.3	-10.7	2.5	8.1	-0.1	4.4
COc1ccc(NC(=O)C(c2cc3ccccc3o2)n2c(=O)c(-c3cc4ccccc4[nH]3)nc3ccccc32)cc1 (stereo not given)	x	x	x	-2.9	x	x	5.3	0.1	0.0	x
CCc1nnc(NC(=O)C2CCCCN2S(=O)(=O)c2ccccc2)s1 (stereo not given)	-0.8	i	-0.7	-1.8	-2.6	3.7	-1.1	0.9	-0.5	0.3
COc1cccc(NC(=O)CSc2nnc3ccc(-c4ccccn4)nn23)c1	-3.4	i	2.1	-59.8	0.6	-1.7	0.2	1.4	-0.3	1.5
O=C(CSc1oc(-c2ccco2)nc1S(=O)(=O)c1ccc(Cl)cc1)NCC1CCCO1 (stereo not given)	27.8	i	-13.1	2.3	9.4	18.1	0.5	5.5	0.3	2.1
COc1ccc(C2(c3ccc(OC)cc3)NC(=O)N(CC(=O)Nc3ccccc3)C2=O)cc1	-9.3	i	-7.3	8.9	-5.7	1.6	2.1	-0.6	-0.5	1.4
CCC(=O)N1CCN(C(C)=O)C1c1ccccc1 (stereo not given)	11.4	i	3.3	2.0	5.7	-1.0	0.8	-5.5	-0.5	1.3
COc1ccccc1-c1cnc(C(O)c2cccc(CN3CCCCC3)c2)[nH]1 (stereo not given)	x	i	1.9	1.7	-2.5	-8.3	0.7	4.8	-0.2	2.3
CC(C)N1CC(C(=O)Nc2ccc(C#N)cc2)CC1=O (stereo not given)	-5.1	i	-2.3	2.7	4.3	3.0	-0.4	-4.4	-0.2	3.0
Cc1nc(NC(C)C)c2oc3ccccc3c2n1	0.8	i	0.5	-0.1	0.4	-2.7	0.6	-3.6	-0.5	2.7
COc1cc(NC(=O)c2csc(-c3ccncc3)n2)cc(C(=O)Nc2cccc(C(F)(F)F)c2)c1	14.4	i	-15.7&-12.7	2.2&-0.3	9.0&14.5	-3.4&-4.5	6.2&2.6	2.2&1.9	-0.8&0.0	3.1&1.7
COc1ccc(C(=O)Oc2cccnc2)cc1	0.5	i	2.1	-0.2	5.3	6.2	-0.2	0.5	0.5	-1.6
COCCN(C(=O)CSc1nnc(-c2ccncc2)n1C)c1c(N)n(CC(C)C)c(=O)[nH]c1=O	-3.5	i	1.6	-1.4	2.0	-26.8	-0.3	2.6	0.2	0.6
Cc1cc(N2CCCCC2)c(F)cc1[N+](=O)[O-]	-6.4	i	2.6	-20.8	-9.3	6.2	1.2	-11.1	-0.4	-0.8
CS(=O)(=O)N(CC(=O)NN=C1CCCCCC1)c1ccc(Oc2ccccc2)cc1	-1.8	i	-1.9	-4.8	2.2	21.3	1.0	0.9	-0.6	-1.3
Cc1ccc(CNC(=O)CSc2nnc3n2CCCCC3)cc1	-0.2	i	-0.2	-2.2	-4.2	-3.6	-1.6	2.5	-0.2	3.2
COC(=O)C(C)Sc1n[nH]c(=S)s1 (stereo not given)	3.0	i	-2.5	1.5	2.1	-34.5	-0.3	-1.9	-1.3	-1.3
COc1ccc2nc3ccccc3nc2c1NC(=O)c1ccc(Cl)cc1Cl	-4.1	i	56.6*	-7.9	-8.4	i	-4.0	-92.4	-1.0	-49.5
CCCCn1c(N)c(N(CCOC)C(=O)c2ccc3c(c2)C(=O)N(c2cc(C)ccc2C)C3=O)c(=O)[nH]c1=O	-6.9	i	-2.5	-18.5	5.9	-4.2	0.4	-4.4	0.1	2.0
Cc1ccccc1CN1CCN(S(C)(=O)=O)CC1	-13.4	i	-1.0	4.6	0.3	0.6	-2.1	2.7	-0.5	-0.6
O=C(Nc1ccncc1)c1cc(-c2cccc(Br)c2)nc2ccccc12	1.6	i	-3.5	-12.9	11.8	1.3	2.3	-2.3	-0.4	-0.8
Cc1ccccc1C(C)(O)c1cnc(C)n1Cc1ccccc1 (stereo not given)	x	i	0.5	4.1	-0.7	-3.8	-1.0	-0.8	0.0	0.8
COc1cccc(C(O)c2nc(-c3cccc4cccnc34)cs2)c1 (stereo not given)	x	i	-3.9	-27.7	3.7	0.2	0.5	-0.4	0.0	-0.7
Cc1cc(C)c2c(c1)[C@@H]1C=CC[C@@H]1[C@H](c1ccc(S(=O)(=O)N3CCOCC3)cc1)N2	4.4	i	-23.0	-2.8	17.4	1.6	1.0	-1.4	-1.0	2.0
CCc1ccccc1NC(=O)c1cc(-c2cccc(O)c2)on1	-6.5	i	-1.9	5.4	-1.7	-6.2	-0.2	0.4	-0.2	-2.7
COc1ccccc1C(=O)NCC(=O)OCC(=O)c1cccc2ccccc12	-11.1	i	1.4	-20.5	-11.9	0.5	-0.4	5.4	-0.6	1.8
Cc1ccc2c(c1)NC(=O)C(CC(=O)Nc1ccc(Br)c(C)c1)O2 (stereo not given)	-4.0	i	18.5	1.6	0.9	-4.8	-0.3	0.1	-1.5	0.1
Cc1ccc(S(=O)(=O)Oc2ccc(C(c3c(C)[nH][nH]c3=O)c3c(C)[nH][nH]c3=O)cc2)cc1	17.3	i	-36.6	10.9	14.6	-26.1	3.2	-2.8	-1.2	-1.0
CCN1C(=O)/C(=C/c2ccc(C)o2)N(C)C1=S	-6.5	i	-1.1	-10.2	-2.4	5.8	-2.7	0.0	-0.5	-2.7
CC(=O)N1c2ccc(S(=O)(=O)N3CCCC3C(=O)NCc3ccccc3Cl)cc2CC1C (stereo not given)	-4.1	i	0.2	2.6	2.8	10.8	0.8	-0.2	-0.1	2.0
Cc1ccc(C(=O)N(CC(=O)NC2CCCC2)Cc2cccs2)s1	-0.2	i	2.1	-1.1	-0.2	5.8	-0.7	-3.5	-1.2	-0.7

Scp-1 inhibitor: hit marks shown above
SMILES	Scp-1 inhibitor	Rpn11 inh	DNMT1 inh	SUMO1-SIM PPI	NadD inh	MLLE-PAM2 inh	LMPTP block	CSN deneddyl inh	Tb MetRS inh	STEP inh
COCCN(CC(=O)Nc1cccc(C)c1C)C(=O)c1cc2c(s1)CCC2	61.1*	i	39.3	9.4	1.5	-5.0	5.4	3.3	-0.1	9.2

Part of the list above, in markdown.
| canonical_smiles | Scp-1 inhibitor | Rpn11 inh | DNMT1 inh | SUMO1-SIM PPI | NadD inh | MLLE-PAM2 inh | LMPTP block | CSN deneddyl inh | Tb MetRS inh | STEP inh |
| --- | --- | --- | --- | --- | --- | --- | --- | --- | --- | --- |
| COCCN(CC(=O)Nc1cccc(C)c1C)C(=O)c1cc2c(s1)CCC2 | 61.1* | i | 39.3 | 9.4 | 1.5 | -5.0 | 5.4 | 3.3 | -0.1 | 9.2 |
| CC(C)N1CC(C(=O)Nc2ccc(C#N)cc2)CC1=O (stereo not given) | -5.1 | i | -2.3 | 2.7 | 4.3 | 3.0 | -0.4 | -4.4 | -0.2 | 3.0 |
| COc1ccccc1C(=O)NCC(=O)OCC(=O)c1cccc2ccccc12 | -11.1 | i | 1.4 | -20.5 | -11.9 | 0.5 | -0.4 | 5.4 | -0.6 | 1.8 |

Next part:
SMILES	Scp-1 inhibitor	Rpn11 inh	DNMT1 inh	SUMO1-SIM PPI	NadD inh	MLLE-PAM2 inh	LMPTP block	CSN deneddyl inh	Tb MetRS inh	STEP inh
CC(/C=N/NC(=O)c1cc(-c2ccc(C)s2)[nH]n1)=C\c1ccccc1	-0.8	i	11.6	0.8	14.6	5.3	1.9	5.7	-0.5	1.2
Cc1ccc(/C=C2\SC(=S)N(CCCC(=O)Nc3cccnc3)C2=O)cc1	-1.8	i	-1.7	-22.6	4.8	19.2	2.8	-2.5	-0.6	0.1
CCCn1c(SCC(=O)Nc2ccc(OCC)cc2)nnc1C(C)C	5.2	i	-2.2	0.3	-2.8	9.9	-1.4	-0.9	-0.7	1.2
CC(=O)c1c(C)[nH]c(C(=O)CN2C(=O)NC(C)(C)C2=O)c1C	-9.6	i	0.0	-2.3	4.7	1.4	0.6	-2.7	-0.2	1.0
COCCn1c(COc2cccc(OC)c2)nnc1SCC(=O)NC1CCCC1	-3.1	i	0.6	1.3	1.0	-57.4	-1.4	-2.8	-0.4	-1.5
C[C@@H]1CN([C@H](C)CO)C(=O)c2c(c3ccccc3n2C)-c2ccccc2CO[C@H]1CN(C)Cc1ccc2c(c1)OCCN2C	x	i	3.1	-5.3	1.0	5.2	-1.4	7.4	-0.3	-0.9
O=C(CNC(=S)N(Cc1ccccc1)Cc1cccnc1)NCCc1ccccc1	-3.7	i	3.4	2.2	0.4	-135.8	1.5	-3.5	-0.4	0.5
CC(C)C(=O)c1cn(CC(=O)NCc2ccco2)c2ccccc12	-14.6	i	-2.1	0.4	-5.8	-0.8	-2.1	-0.4	-0.2	0.1
CCSc1nnc2c(n1)OC=Nc1ccc(Br)cc1-2	-3.1	i	1.1	3.8	3.0	-6.0	-0.3	1.4	-0.7	-0.8
CSc1ccccc1NC(=O)COc1ccc(S(=O)(=O)N2CCCC2)cc1	-8.0	i	-5.2	3.6	-7.6	0.6	-1.2	5.0	-0.3	-0.5

Rows are unselected; any-hit rate near 3.6%.
